BL2 CD40 inh: CD40 pathway inhibition in BL2 cells. BL2 NF-kB luciferase reporter, CD40L-induced, 4 h. inhibition, % at 10 µM. hit rate 0.94% among 83,000. AID 1053188;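 active means mean inhibition of at least 50% with a set share of replicates also reaching that level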;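 further: 0% = neutral control wells and 100% = IKK inhibitor VII at 50 µM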
* marks the source's active call; other numbers are inactive results; [ ] = remark or other dose. These rows are one share of the data; rates above refer to the full screens.

canonical_smiles	BL2 CD40 inh
O=C(CN1C(=O)c2ccccc2S1(=O)=O)Nc1ncc(Cl)cc1Cl	56.3*
O=C(Nc1ccc(Cl)c(Cl)c1)N[C@@H]1CC[C@@H](CCn2cc(C3CCCC3)nn2)O[C@@H]1CO	6.9
CSCCn1c(C(C)(C)C)cc(C(=O)O)c1C	7.2
COC(=O)c1ccc(NS(=O)(=O)c2ccccc2)o1	7.7
CC(=O)c1cc2c(cc1F)C(C)(C)CCC2(C)C	0.5
CCCCOCC(O)CN1CCN(C(C)=O)CC1 (stereo not drawn)	35.6
Clc1ccc(CSc2cnnc3ccccc23)cc1Cl	-15.8
NC(=O)C1CNc2ccccc2O1 (stereo not drawn)	9.9
O=C(CN1CCN(c2cccc(C(F)(F)F)c2)CC1)Nc1ccc2c(c1)OCCCO2	0.8
CCN(CC)CC(=O)c1c[nH]c2ccc(OC)cc12	-13.7
CC(=O)Nc1c(-c2ccc(C)cc2)nc2ccc(Cl)cn12	-14.6
CO[C@@H](CN(C)S(=O)(=O)c1cccc(Cl)c1)[C@@H](C)CN(C(=O)Nc1ccccc1F)[C@@H](C)CO	-25.1[25 µM]
Cc1noc(C)c1COc1ccccc1C(=O)NCCOc1ccccc1	-16.4
CCCNC(=O)N1[C@H](CO)[C@H]2c3ccccc3N(C)C[C@H]21	3.6[25 µM]
O=c1[nH]cc([N+](=O)[O-])cc1Br	-1.3

Reprinted from the results shown (4 entries):
canonical_smiles	BL2 CD40 inh
O=C(CN1C(=O)c2ccccc2S1(=O)=O)Nc1ncc(Cl)cc1Cl	56.3*
O=C(Nc1ccc(Cl)c(Cl)c1)N[C@@H]1CC[C@@H](CCn2cc(C3CCCC3)nn2)O[C@@H]1CO	6.9
CSCCn1c(C(C)(C)C)cc(C(=O)O)c1C	7.2
COC(=O)c1ccc(NS(=O)(=O)c2ccccc2)o1	7.7

Next section.
canonical_smiles	BL2 CD40 inh
C[C@@H]1CN([C@@H](C)CO)C(=O)c2c(c3ccccc3n2C)-c2ccccc2CO[C@H]1CN(C)C(=O)Cc1ccccc1	17.6
CC(C)(C=O)Cc1cc(C(C)(C)C)c(O)c(C(C)(C)C)c1	-8.8[25 µM]
CN1CCN(c2ccc(S(=O)(=O)N3CCCCC3)cc2N)CC1	2.9
OC[C@@H]1[C@H](c2ccc(-c3ccccc3F)cc2)[C@@H]2CN(Cc3cccnc3)CCCCN12	14.4[25 µM]
O=C(c1cccs1)N1C(=O)c2cccc3cccc1c23	0.6
CC(=O)c1c(C)[nH]c(C(=O)OCC(=O)NCCC(C)C)c1C	22.8
O=C(C[C@H]1CC[C@@H]2[C@H](COC[C@H](O)CN2Cc2ccc3c(c2)OCO3)O1)N1CCCCC1	-3.9[25 µM]
CN1CCN(C(=O)C[C@@H]2CC[C@@H]3[C@@H](COc4ccc(NC(=O)c5cccs5)cc4C(=O)N3C)O2)CC1	-15.7[25 µM]
COc1ccc(C)cc1S(=O)(=O)N1CCCC(C(=O)NC2CC2)C1 (stereo not drawn)	11.9
CCOC(=O)c1oc2ccccc2c1N	-6.0
CC1(C)Cc2cccc(OCC(=O)O)c2O1	13.3
COC(=O)c1cc(OC)c(OC)cc1N	13.5
COc1ccc(C#Cc2cccc(-c3nc(C(=O)N4CCN(Cc5ccccc5)CC4)cc4c3[C@H](CCO)N(S(=O)C(C)(C)C)C4)c2)cc1OC (stereo partly drawn)	-14.7[25 µM]
O=C(O)c1ccc(S(=O)(=O)N2CCCCCCC2)cc1	-14.4
N#C[C@H]1[C@@H](c2ccccc2-c2cccc(F)c2)[C@H](CO)N1C(=O)C1CCC1	20.1[25 µM]
Cc1cc(C(=O)OCC(=O)N2CCN(c3ccccc3)CC2)c2ccccc2n1	5.5
CCN1[C@@H]2c3ccc(-c4cccnc4)c(=O)n3C[C@@H]2[C@@H](CO)[C@@H]1C(=O)NC1CCCCC1	11.6[25 µM]
O=C(NCC1(N2CCCCC2)CCCCC1)c1cccc(S(=O)(=O)Nc2ccccc2Cl)c1	2.9
O=C(NC1CCCCC1)N1CC2(C1)[C@H](c1ccccc1)[C@H](CO)N2CC1CCCC1	17.3[25 µM]
O=C(OCCN1CCOCC1)c1ccc2c(c1)OCCO2	-62.1
CCCN1CCN(C(=O)CCNC(=O)Cn2cnc3ccccc3c2=O)CC1	5.5
Cc1ccc(NC(=O)CN(C)S(=O)(=O)c2cnc[nH]2)c(C)c1	0.7
CCCC#Cc1ccc([C@H]2[C@@H](CO)N3CCCCN(Cc4cncnc4)C[C@@H]23)cc1	-19.0[25 µM]
O=C(C[C@H]1CC[C@H]2NC[C@H](O)COC[C@@H]2O1)NCc1ccc2c(c1)OCO2	-3.6[25 µM]
CC1(C)NC(=O)N(CCCC(=O)Nc2ccc(C(F)(F)F)cc2)C1=O	1.0
CCC(=O)N(C)C[C@H]1[C@H](c2ccc(C3=CCCC3)cc2)[C@@H](CO)N1C(=O)CC	1.7
CSc1nccc(Oc2cncc(Cl)c2)n1	3.3
Cc1nc(CN2CCC(c3ccccc3)CC2)cc(=O)[nH]1	-2.0
CC(Oc1cccc(Cl)c1)C(=O)Nc1ccc(N2CCOCC2)cc1N1CCOCC1 (stereo not drawn)	0.3
CSc1ccccc1NC(=O)CN1CCCCC1	-7.2
Cc1ccccc1S(=O)(=O)N1CCCCN2[C@H](CO)[C@H](c3ccc(-c4cccc(F)c4)cc3)[C@H]2C1	2.9[25 µM]
CNC[C@H]1Oc2ccccc2CC(=O)N(C)C[C@H]1C	-11.8
N=c1n(Cc2ccccc2)c2ccccc2n1CC(O)COc1ccccc1 (stereo not drawn)	26.5
O=C(NCc1cccnc1)c1cc(S(=O)(=O)N2CCOCC2)c(Cl)cc1Cl	11.8
C[C@H](CO)N1C[C@H](C)[C@H](CN(C)S(=O)(=O)c2ccc(Cl)cc2)OCc2ccccc2-c2ccccc2C1=O	25.3
CCOc1ccc(N(CC(=O)NCc2cccs2)S(=O)(=O)c2c(C)noc2C)cc1	3.4
O=C(CN1CCN(Cc2ccccc2Cl)C1=O)NC1CCCCCCC1	10.7
CN1CCN(C(=O)CCc2nc(-c3ccc(Cl)cc3)no2)CC1	-2.9
NC(=O)C1CCN(C(=O)c2cc3n(n2)C(C(F)(F)F)CC(c2ccco2)N3)CC1 (stereo not drawn)	11.4
COc1ccccc1C#Cc1ccc([C@H]2[C@H](C#N)N(C(=O)C3CC3)[C@H]2CO)cc1	21.7
C/C=C/c1ccc([C@@H]2[C@H](CO)N(C(C)=O)[C@H]2CN(C(C)=O)C2CCCC2)cc1	0.1[25 µM]
CC(C)[C@@H]1COCn2nncc2CC[C@H](Cc2ccc(-c3ccccc3)cc2)C(=O)N1	2.2
O=C(O)c1c(NC(=O)c2cccc3ccccc23)sc2c1CCC2	-79.4
COc1ccc(CN(CCC(c2ccccc2)c2ccc(OC(C)C)cc2)C(=O)CCl)cc1OC (stereo not drawn)	44.5*
COc1ccc(C#Cc2ccc([C@H]3[C@H](CO)N4CCCCN(S(=O)(=O)c5cn(C)cn5)C[C@@H]34)cc2)cc1	12.8[25 µM]
C[C@H](NC(N)=O)C(=O)OCC(=O)Nc1ccc(OC(F)F)cc1	3.8
O=CNc1c(Cl)cc2c(c1Cl)Cc1cc([N+](=O)[O-])ccc1-2	-5.1
N#Cc1nc(Cc2cccc3ccccc23)oc1NCc1ccc2c(c1)OCO2	0.2
O=C(C[C@H]1C[C@H]2c3cc(NC(=O)c4ccc5c(c4)OCO5)ccc3O[C@H]2[C@H](CO)O1)NCCN1CCCCC1	-4.8[25 µM]
CCS(=O)(=O)N1CC2(CN(C(=O)c3ccc(F)cc3)[C@@H](CO)c3[nH]c4cc(OC)ccc4c32)C1	-20.5[25 µM]
O=C(COc1ccc(F)cc1)NCC1(N2CCOCC2)CCCCC1	0.5
O=C(Nc1ccc(Cl)c(S(=O)(=O)N2CCCCC2)c1)c1ccncc1	5.7
COCC(=O)N1CCCCN2[C@H](CO)[C@@H](c3ccc(-c4cccc(C)c4)cc3)[C@@H]2C1	-13.1[25 µM]
C/C(=N\NC(=S)NC1CCCCC1)c1ccc(C)o1	6.8
CCc1cc(/C(Cc2ccccn2)=N\O)c(O)cc1O	-9.2
COC(=O)CCC(C)C1CCC2C3CCC4CC(O)CCC4(C)C3=CC(=O)C12C (stereo not drawn)	20.3
COc1ccccc1N1CCN(C(=O)CCN2C(=O)c3cccc4cccc(c34)C2=O)CC1	16.0
CCCNC(=O)N1C[C@H]2[C@@H](c3ccccc31)[C@@H](CO)N2Cc1ccccc1F	-8.5[25 µM]
CCC(=O)N1CC[C@@H]2[C@H]1c1cc(-c3ccc(OC)cc3)ccc1N[C@@H]2CO	-11.9[25 µM]
CCOC(=O)CCC(=O)Nc1ccccc1C(N)=O	9.8

New compounds follow:
canonical_smiles	BL2 CD40 inh
C/C=C/c1ccc(C2[C@@H]3CN(S(=O)(=O)c4ccccc4F)C[C@H]2N3)cc1 (stereo partly drawn)	7.5[25 µM]
Cc1ccc(S(=O)(=O)N2CCC(C(=O)Nc3cccnc3)CC2)cc1	3.8
C[C@@H]1CN([C@H](C)CO)S(=O)(=O)c2ccc(C#Cc3ccccc3F)cc2O[C@@H]1CN(C)C(=O)Cc1cccnc1	8.2[25 µM]
C[C@@H]1CN([C@@H](C)CO)C(=O)c2ccccc2-c2ccccc2CO[C@H]1CN(C)C(=O)C1CC1	-6.8
COc1ccccc1CN1[C@H](CO)[C@H]2c3ccccc3N(C(=O)c3ccc(F)cc3)C[C@H]21	0.2[25 µM]
Cc1nn(Cc2noc(C(=O)NC3CCC(C)CC3)n2)c(C)c1Br (stereo not drawn)	-3.7
Nc1ccc2c(O)cc(S(=O)(=O)O)cc2c1	3.9
O=S(=O)(c1ccccc1)c1nc(-c2ccco2)oc1N1CCCCC1	13.0
c1ccc(N2CCOCC2)c(Nc2nc3ccccc3n3cnnc23)c1	-2.9
Clc1cc2c(cc1/C=N/Nc1nc(N3CCOCC3)nc(N3CCOCC3)n1)OCO2	7.7
COC(=O)c1ccc(CN2CC(=O)N3[C@@H](CO)[C@@H](c4ccc(Br)cc4)[C@@H]3C2)cc1	3.8
C[C@@H]1CN([C@@H](C)CO)S(=O)(=O)c2ccc(-c3cncnc3)cc2O[C@@H]1CN(C)C(=O)NC1CCCC1	-12.6[25 µM]
CCC1(c2ccccc2)NC(=O)N(CC(=O)N2CC(=O)Nc3ccccc32)C1=O (stereo not drawn)	-0.6
O=C(Nc1cccc(-c2cn3c(n2)SCC3)c1)c1ccc2c(c1)OCO2	-37.6
CC12CCC(=O)N1c1c(sc3nc(N4CCOCC4)c4c(c13)CCCC4)C(=O)N2 (stereo not drawn)	6.8
CCOc1cccc(CN2CCCC(CCC(=O)NCc3ccccc3F)C2)c1O (stereo not drawn)	4.6
CN(CCC1CCOCC1)C(=O)CC1C(=O)NCCN1C/C=C/c1ccccc1 (stereo not drawn)	-0.6
Cc1cccc(OCC(=O)N2CCC(N3CCOCC3)CC2)c1	-1.9
Cc1ccc2c(c1)S/C(=C/c1ccc[n+](C)c1)N2CCO	16.9
CN(C)S(=O)(=O)c1ccc(C(=O)NN2C(=O)NC3(CCCCC3)C2=O)cc1	-0.3
COc1ccc(C(=O)NNC(=O)CSc2ccccc2)cc1	4.1
O=C(N/N=C/c1cccnc1)C12CC3CC(CC(C3)C1)C2	-1.0
COCCn1cc(C(=O)N2CCN(C)CC2)c2c3ccccc3n(C)c2c1=O	17.4
O=S(=O)(c1ccc(F)cc1)N1CCN(CC(O)COCc2cccs2)CC1 (stereo not drawn)	7.4
O=C(COC(=O)C1CC(=O)N(Cc2ccco2)C1)Nc1nc(-c2ccc(F)cc2)cs1 (stereo not drawn)	-42.9
O=C(c1ccccn1)N(Cc1ccco1)C1(C(=O)NC2CCCCC2)CCCCC1	4.9
O=C(O)C1CCC(=O)N(C2CC2)C1c1ccccc1 (stereo not drawn)	8.3
COc1ccc(-n2c(COc3cccc4cccnc34)nnc2SCC(=O)O)cc1	-3.7
CCOC(=O)C1CCN(S(=O)(=O)c2ccc(CNC(=O)c3ccccc3)s2)CC1	0.0
O=C(CSc1ncccn1)Nc1ccc2c(c1)OCO2	-0.5
O=C1CN(C(=O)COC(=O)Cc2ccccc2F)c2ccccc2N1	-3.7
CC1(C)CC(=O)c2cnc(NC(=O)C3CCCC3)nc2C1	2.8
Cc1csc(CCc2nc(C)cs2)n1	2.1
CC=Cc1ccc2n(c1=O)C[C@H]1[C@H](CO)[C@@H](C(=O)N[C@@H](C)c3ccccc3)[C@@H]2N1Cc1cncnc1 (mixture of isomers)	-11.0[25 µM]
O=C1CN(S(=O)(=O)Cc2ccccc2)C[C@@H]2[C@@H](c3ccc(C#Cc4ccc(F)cc4)cc3)[C@@H](CO)N12	33.8
Cc1cc(C(=O)CCC(=O)Nc2ccc(S(N)(=O)=O)cc2)c(C)s1	7.0
CCCOc1ccc(CCC(=O)N/N=C/c2ccncc2)cc1	-10.5
NCc1ccccc1COc1ccccc1	-7.3
CSc1ccc(C(=O)C2CCCN(C(=O)CCCn3cncn3)C2)cc1 (stereo not drawn)	-5.9
O=C(c1ccc2c(=O)n(-c3ccccc3)c(=O)[nH]c2c1)N1CCCCC1	13.4
COCCNC(=O)CCn1c(=O)oc2ccccc21	3.2
Cc1c(Br)c(C(F)(F)F)nn1CC(=O)NCCCn1ccnc1	12.1
CN(CC(=O)NCc1ccco1)S(=O)(=O)c1ccc2c(c1)c(=O)n(C)c(=O)n2C	8.6
O=C1CCC/C(=N\NC(=O)c2ccc(CSc3cccc4cccnc34)cc2)C1	0.8
CC(C)NC(=O)Nc1ccc2c(c1)C(=O)N([C@H](C)CO)C[C@H](C)[C@@H](CN(C)C(=O)C1CCCCC1)OCCCC[C@H](C)O2	-9.5[25 µM]
COC(=O)Nc1nc(-c2ccccc2)c(C(=O)c2ccccc2)s1	16.0

Screening data (PubChem)
